High-throughput results (PubChem BioAssay)
DAX1 inh-1 = inhibitors of DAX1 repression of SF-1 activated StAR promoter; HEK293T StAR-luciferase reporter, SF-1/DAX-1 repression relief; inhibition, % at 6.8 µM; actives 1.1% (n = 370,000); AID 652010;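 active = inhibition above the mean over all tested compounds plus 3 SD, cut at about 3.6% in these data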;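 also: 0% = DAX-1 cells with DMSO and 100% = cells lacking DAX-1 with DMSO; higher inhibition means more luminescence from relief of DAX-1 repression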
ADAM10 inh = inhibitors of human ADAM10; O14672; recombinant ADAM10, EDANS/DABCYL FRET peptide cleavage, 3 h; inhibition, % at 7 µM; actives 0.62% (n = 370,000); AID 720582;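 active = inhibition above a per-campaign cutoff equal to the mean of compounds falling between control-based bounds plus 3 SD, cut at about 20% in these data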;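 also: 0% = DMSO wells while the 100% control is not disclosed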
Target sequence (O14672 214-748 limits assumed): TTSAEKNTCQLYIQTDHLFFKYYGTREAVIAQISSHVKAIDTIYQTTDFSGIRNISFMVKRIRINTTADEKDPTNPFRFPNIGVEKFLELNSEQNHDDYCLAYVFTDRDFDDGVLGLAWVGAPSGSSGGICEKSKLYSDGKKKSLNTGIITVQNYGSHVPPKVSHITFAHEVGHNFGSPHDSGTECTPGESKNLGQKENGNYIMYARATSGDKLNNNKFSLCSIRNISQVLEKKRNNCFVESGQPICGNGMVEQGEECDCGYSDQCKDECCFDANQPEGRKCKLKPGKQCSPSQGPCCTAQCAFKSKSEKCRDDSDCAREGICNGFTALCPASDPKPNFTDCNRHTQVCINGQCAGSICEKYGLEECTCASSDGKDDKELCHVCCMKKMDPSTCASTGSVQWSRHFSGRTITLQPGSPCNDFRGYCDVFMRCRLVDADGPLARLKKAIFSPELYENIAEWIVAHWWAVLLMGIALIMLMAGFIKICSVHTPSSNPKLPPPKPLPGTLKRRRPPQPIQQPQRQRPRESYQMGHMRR
hgDAF12 agonist = hgDAF-12 agonism, primary luciferase screen | actives 1.8% (n = 370,000) | activation, % at 6.8 µM | AID 687014 | HEK293 GAL4-hgDAF12 UAS-luciferase reporter, agonist luminescence; normalized to butyrate control;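 active = activation above a cutoff set at the mean of all screened compounds plus 3 SD, cut at about 10% in these data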;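 also: 0% = DMSO wells and 100% = sodium butyrate wells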
FXN GAA850 act = frataxin GAA850 promoter activation | activation, % at 6 µM | HEK293 lucGAA850 FXN promoter luciferase reporter, 24 h; percent of 10 µM SAHA response | actives 0.56% (n = 360,000);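 active = activation above the average of all compounds screened plus 3 SD, cutoff fixed separately per campaign, cut at about 7.5% in these data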;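 also: 0% = DMSO wells and 100% = 10 µM SAHA wells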
NPR1 activator = GC-A (human) enzyme activation. P16066. HEK293 GC-A cells, cGMP TR-FRET, EC30 ANP; 0% at EC30 ANP, 100% saturating ANP. activation, % at 10 µM. actives 0.14% (n = 370,000). AID 1671463; in the data active = activation above about 40%
PG9 Ab binder = binds the HIV-1 gp120 antibody PG9; TR-FRET gp120-PG9 antibody binding; inhibition, % at 6.7 µM; actives 0.43% (n = 360,000); in the data active = inhibition above about 8.5%
ADAM17 inh = inhibitors of human ADAM17; AID 720648; actives 0.83% (n = 370,000); recombinant ADAM17, EDANS/DABCYL FRET peptide cleavage; inhibition, % at 6.95 µM;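 active = inhibition above the mean of compounds lying between control limits plus 3 SD, set per campaign, cut at about 8.5% in these data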;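 also: 0% = DMSO-only wells as the low control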
DAX1 inh-2 = inhibits human nuclear receptor DAX1 | AID 504766 | actives 0.99% (n = 340,000) | inhibition, % at 6.75 µM | HEK293 Gal4-DAX1 luciferase reporter, luminescence | P51843;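 active = inhibition above the mean over all tested compounds plus 3 SD, cut at about 4.2% in these data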;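 also: 0% = DAX1-transfected cells with DMSO and 100% = empty-vector control cells with DMSO; inhibition shows as a rise in luminescence from relieved DAX1 repression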
Target sequence (P51843 207-470 limits assumed): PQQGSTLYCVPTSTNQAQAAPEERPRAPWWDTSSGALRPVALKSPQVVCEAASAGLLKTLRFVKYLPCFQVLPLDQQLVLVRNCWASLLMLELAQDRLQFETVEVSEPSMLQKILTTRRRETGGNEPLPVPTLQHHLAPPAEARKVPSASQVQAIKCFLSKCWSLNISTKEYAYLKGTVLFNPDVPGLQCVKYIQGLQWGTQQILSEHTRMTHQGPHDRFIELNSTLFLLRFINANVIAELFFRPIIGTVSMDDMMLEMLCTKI
SMARCA2 act = increases SMARCA2 function in MMTV reporter cells; activation, % at 9.1 µM; MG213 cells, MMTV-luciferase reporter, dexamethasone, overnight; AID 652017; actives 1% (n = 370,000); in the data active = activation above about 7.8%;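 also: 0% = vehicle wells and 100% = reference activator wells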
ssDAF-12 act = S. stercoralis DAF-12 activation, primary screen | HEK293 ssDAF-12/GRIP1 lit1-tk-luc reporter, luminescence; % of 3 µM dafachronic acid response | activation, % at 6.8 µM | actives 1% (n = 370,000);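 active = activation above the mean over all tested compounds plus 3 SD, cut at about 0.9% in these data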;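 also: 0% = DMSO-only wells and 100% = 3 µM delta7-dafachronic acid wells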
hcDAF-12 act = activators of H. contortus DAF-12 nuclear receptor | HEK293 hcDAF-12 lit1-tk-luc reporter, luminescence; 0% DMSO, 100% Δ7-dafachronic acid | activation, % at 6.8 µM | actives 1.4% (n = 370,000);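 active = activation above the mean of all tested compounds plus 3 SD, cut at about 5.5% in these data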;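 also: 100% = response to 3 µM Δ7-dafachronic acid high control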
* hit, by the source's call. The order is random (roughly 6.8% active in at least one column).

SMILES | DAX1 inh-1 | ADAM10 inh | hgDAF12 agonist | FXN GAA850 act | NPR1 activator | PG9 Ab binder | ADAM17 inh | DAX1 inh-2 | SMARCA2 act | ssDAF-12 act | hcDAF-12 act
CCn1cc(/C=C/C(=O)Nc2ccn(Cc3c(F)c(F)c(F)c(F)c3F)n2)cn1 | -0.5 | -5.3 | -0.9 | 0.2 | 1.2 | -2.2 | -1.9 | -0.9 | -1.2 | -1.1 | -2.8
COc1cc(NC(=O)c2ccc(F)cc2)c(OC)cc1NC(=O)CN1CCCCC1 | -0.4 | 2.6 | -1.2 | 1.8 | 9.6 | 2.4 | -2.5 | -0.2 | -3.1 | -1.4 | -2.5
Cc1cc(C)cc(OC(=O)COc2ccccc2C)c1 | 0.1 | 9.0 | 0.5 | 0.1 | 2.2 | 0.2 | -0.6 | 0.2 | -3.5 | -1.4 | 0.1
CC(C)(C)NC(=O)C(c1ccncc1)N(C(=O)Cn1nnc(-c2ccc(F)cc2)n1)c1ccccc1F (centres undefined) | -0.1 | -2.8 | 0.1 | 2.6 | -10.1 | -1.7 | 0.2 | -0.4 | 0.0 | -0.6 | -0.1
C=CCn1c(NCCOC)nc2c1c(=O)n(C)c(=O)n2C | 0.2 | 3.1 | -0.4 | -0.8 | -0.6 | -0.8 | 1.8 | -0.7 | 0.1 | -0.8 | -0.8
COc1ccc(NC2=Nc3cccc4cccc2c34)cc1 | 0.8 | 6.4 | 0.1 | 2.7 | 5.4 | -4.9 | 1.8 | -0.1 | 1.4 | -1.3 | -2.5
Cc1ccc(C)c(N(CC(=O)N(C)C)S(C)(=O)=O)c1 | -0.2 | -12.3 | -2.0 | -1.6 | 0.0 | 0.9 | -3.1 | 0.9 | -4.2 | -0.2 | -1.5
CC(Sc1nnc(-c2ccncc2)n1C)C(=O)Nc1ccc(N2CCOCC2)cc1 (centres undefined) | 0.4 | 1.4 | 2.7 | 0.0 | -3.7 | 1.0 | 1.5 | 0.5 | -2.5 | -1.6 | 0.2
CC(C)(C)c1ccc(OCCC(=O)Nc2cccc(S(=O)(=O)N3CCCC3)c2)cc1 | -0.3 | 22.4* | -1.9 | 2.6 | 0.3 | -0.8 | 8.9* | -1.0 | -2.5 | -1.6 | -1.1
O=C(CN1C(=O)NC2(CCc3ccccc32)C1=O)c1ccc(F)c(F)c1 (centres undefined) | 1.3 | -0.6 | -1.4 | 0.5 | 4.4 | -1.5 | 0.1 | 0.2 | 2.5 | -1.1 | 0.1
CN1CCN(Cc2c(O)c(Cl)cc3c(-c4ccccc4)cc(=O)oc23)CC1 | -0.4 | -105.6 | 1.6 | -1.6 | 3.4 | -0.1 | -34.9 | -0.4 | 0.6 | -0.9 | 0.2
CCn1ccnc1CC1COc2ccccc2O1 (centres undefined) | 1.4 | -13.1 | -0.5 | 0.5 | 0.9 | 0.3 | -2.9 | 0.6 | -3.3 | -1.5 | -2.5
CCOC(=O)C(=CNc1ccc(-c2ccco2)c(Cl)c1)C(=O)OCC | -0.6 | -37.0 | 0.5 | -4.1 | 1.0 | -1.4 | -15.0 | 0.9 | -1.9 | -2.0 | -2.2
O=C(NCC1CCCO1)c1cc(-c2ccc(Cl)cc2Cl)on1 (centres undefined) | 2.7 | 3.7 | 8.9 | 6.7 | 27.2 | -1.4 | -2.3 | 0.1 | 3.1 | 0.0 | 1.5
CCOC(=O)C1=c2s/c(=C\c3ccncc3)c(=O)n2C(N)=C(C(=O)OC)C1c1ccncc1 (centres undefined) | -0.1 | -5.5 | -0.6 | 0.8 | -55.0 | -1.6 | -3.5 | 1.9 | 2.8 | -1.5 | -1.8
O=C(COC(=O)CCc1c[nH]c2ccccc12)NC(c1ccccc1)c1ccccc1 | -0.5 | 23.5* | -0.5 | -1.1 | -2.0 | 0.2 | 7.4 | -0.8 | 4.1 | -0.6 | -0.7
CCC(C)NC(=O)Cc1ccc(-c2ccccc2)cc1 (centres undefined) | 0.4 | -5.9 | -1.7 | 0.1 | 7.3 | -1.7 | -3.7 | -0.3 | -3.4 | -1.7 | 1.9
Cc1ccc(-c2nn3c(C)nnc3s2)cc1NC(=O)c1ccc(-c2ccc(Cl)cc2Cl)o1 | 0.0 | -2.0 | -1.7 | 1.7 | -6.8 | 0.7 | 1.7 | 0.5 | -3.8 | -1.4 | -2.4
O=C(Nc1ccc2cn[nH]c2c1)c1ccc(S(=O)(=O)N2CCOCC2)cc1 | 1.1 | 5.0 | -0.2 | 0.9 | -3.4 | -0.5 | -1.9 | -0.2 | 5.5 | -0.6 | 4.7
Cc1ccc2cc(CN(C(=O)c3ccco3)c3ccccc3)c(=O)[nH]c2c1 | -0.5 | -46.5 | 3.6 | -1.4 | -13.5 | 2.0 | -6.2 | 1.7 | 0.9 | -0.5 | 0.5
Cc1[nH]c2ccccc2c1/C=C(\C#N)C(=O)NC(C)c1ccccc1 (centres undefined) | -0.5 | 6.1 | -1.4 | 2.0 | 0.1 | 0.3 | 2.7 | 0.1 | -1.2 | -1.5 | -1.0
Cc1cc(C)c(NC(=O)C(C)OC(=O)c2cc(Br)c(Br)s2)c(C)c1 (centres undefined) | 0.5 | -1.4 | -1.0 | 1.2 | 1.4 | 0.8 | -11.8 | 0.5 | -1.7 | -1.6 | 0.8
Clc1ccc(-c2cc(-c3ccccc3)on2)cc1 | 0.6 | -2.7 | 8.2 | 4.5 | 6.1 | 0.9 | -1.7 | 0.4 | 1.9 | -0.3 | 2.0
CC(=O)OCCN(C)c1cc(SC(C)C)c2nonc2c1[N+](=O)[O-] | -0.6 | 3.6 | -4.4 | 2.6 | 5.7 | -0.1 | -1.2 | -0.3 | 0.2 | -1.3 | 0.4
CCCCN(C(=O)c1cc(S(=O)(=O)N2CCOCC2)ccc1F)c1c(N)n(CCCC)c(=O)[nH]c1=O | -0.9 | -20.0 | 0.7 | 0.7 | -1.0 | -0.2 | -8.4 | 0.5 | 0.0 | 0.2 | -1.1
COc1ccccc1C/C(N)=N/OC(=O)c1cccc([N+](=O)[O-])c1 | -1.6 | 2.5 | 0.3 | 1.0 | 8.7 | -0.1 | -5.6 | -0.4 | 1.8 | -1.1 | -1.0
COc1ccc(Cc2nnc(N/N=C/c3ccccc3O)[nH]c2=O)cc1OC | -4.5 | -10.0 | -12.8 | -8.2 | -7.5 | -5.8 | 1.3 | -4.4 | -5.8 | -2.8 | -4.0
O=C(O)CN1C(=O)c2cccc3c(Br)ccc1c23 | 0.2 | -10.7 | 1.3 | 0.2 | 1.5 | -1.8 | -3.9 | 0.8 | -0.3 | -0.8 | -0.7
CC1CCCC(C)N1C(=O)COC(=O)Cc1ccc(F)cc1 (centres undefined) | -1.1 | -2.0 | 0.6 | 1.1 | 0.6 | 0.2 | -2.5 | 1.7 | -0.5 | -0.6 | -0.9
COc1ccc(S(=O)(=O)NCC2CCCN(CC(C)(C)C)C2)cc1 (centres undefined) | -0.4 | -0.5 | 2.2 | -1.1 | 0.1 | 1.5 | -2.7 | 0.1 | -1.9 | -1.4 | 1.0
CC(NC(=O)OC(C)(C)C)C(=O)N1CCCC1C(=O)NC(Cc1ccccc1)C(N)=O (centres undefined) | -0.1 | -4.3 | -2.1 | -0.2 | 1.3 | 1.0 | -4.2 | 0.2 | -3.7 | -1.2 | -1.1
CCN(c1ccc(OC)cc1)S(=O)(=O)c1ccc(-c2ccc(=O)[nH]n2)o1 | -0.6 | 0.1 | -0.9 | 4.1 | -6.8 | -1.3 | -0.5 | -0.1 | -3.3 | -1.3 | -1.1
O=C(Nc1ccc(Cl)cc1Cl)C1=Cc2ccccc2OC1 | 3.2 | -7.2 | 14.4* | 2.2 | 2.3 | -1.6 | -3.1 | 3.0 | 5.2 | 0.3 | 5.2
CN(c1ccc(C(=O)N2CCCCCC2)cc1)S(=O)(=O)c1ccc(Cl)cc1 | -5.0 | -0.1 | -3.5 | 0.7 | 3.4 | -1.0 | -3.1 | -0.6 | -2.8 | -1.5 | -2.9
CCN(CC(=O)NCc1cccs1)C(=O)c1ccc(NS(=O)(=O)c2ccc(F)cc2)cc1 | -0.3 | -4.1 | -2.9 | -1.0 | 4.4 | 0.8 | 0.4 | 0.8 | -1.8 | -0.5 | -0.6
COc1ccc(S(=O)(=O)N2CCCC2)cc1OC | -0.6 | -8.8 | -3.1 | 1.3 | 5.6 | -1.5 | 1.6 | 0.0 | -2.4 | -0.5 | 1.8
Cc1cccc(NC(=O)CCNS(=O)(=O)c2cc(Br)cnc2N)c1C | 0.0 | -13.7 | 1.8 | 0.2 | 0.3 | -3.0 | -9.0 | 0.4 | 3.6 | -1.1 | 0.2
C/C(=N\NC(=O)c1ccc(Cn2cc(Br)cn2)o1)c1cccc(NC(=O)C(C)C)c1 | 0.5 | 4.4 | 5.6 | 1.4 | -5.6 | -2.2 | 1.6 | -0.3 | 2.6 | -0.8 | 1.8
CNC(=S)N(C1=NCC(c2ccc([N+](=O)[O-])cc2)S1)c1ccccc1 (centres undefined) | 0.1 | 2.4 | 2.2 | 1.0 | 0.7 | -1.8 | 0.4 | -0.9 | 3.2 | -1.1 | -0.7
O=C(Nc1ccccc1F)c1cc(Cl)sc1Cl | -0.1 | -0.3 | 1.8 | 2.5 | 3.3 | 2.8 | -4.7 | 1.4 | -1.7 | -0.8 | -0.6
Cc1cc(NC(=O)c2ccc(S(=O)(=O)N(C)C)cc2)n(-c2ccccn2)n1 | -0.5 | 7.2 | 3.4 | -0.4 | 13.4 | 0.8 | -1.0 | 0.6 | -0.2 | -1.8 | 1.0
CCN(c1ccccc1)S(=O)(=O)c1ccc(N2CCN(c3ccccc3O)CC2)nc1 | -4.1 | -3.1 | 3.6 | 1.5 | 1.2 | 2.7 | 3.0 | -0.9 | -1.5 | 0.0 | -2.1
O=C(CSCC(=O)OCC(=O)N1CCN(C(=O)c2ccco2)CC1)Nc1ccc(Cl)cc1 | 1.1 | 4.4 | 1.6 | 2.9 | -3.5 | 0.2 | 2.0 | 1.1 | 1.9 | -0.1 | 2.7
O=C(Nc1ccc2[nH]c(=O)[nH]c2c1)C(F)(F)F | -0.8 | -3.3 | 2.3 | 0.3 | -0.3 | -1.3 | -6.7 | -0.7 | -1.8 | -1.4 | 0.6
COC(=O)Nc1ccc2c(c1)ncn2C1CCCCC1 | 0.8 | -9.1 | 4.2 | 3.1 | -1.4 | -0.9 | -3.8 | 1.0 | -1.5 | -0.8 | -0.1
C/C(=N\NC=O)c1ccncc1 | -0.5 | 0.1 | 1.4 | 1.9 | 2.5 | -0.8 | 0.2 | 5.0* | -0.7 | -0.7 | -0.3

Complete entries from above.
Listed for CN(c1ccc(C(=O)N2CCCCCC2)cc1)S(=O)(=O)c1ccc(Cl)cc1 : DAX1 inh-1: -5.0; ADAM10 inh: -0.1; hgDAF12 agonist: -3.5; FXN GAA850 act: 0.7; NPR1 activator: 3.4; PG9 Ab binder: -1.0; ADAM17 inh: -3.1; DAX1 inh-2: -0.6; SMARCA2 act: -2.8; ssDAF-12 act: -1.5; hcDAF-12 act: -2.9
Listed for O=C(Nc1ccc(Cl)cc1Cl)C1=Cc2ccccc2OC1 : DAX1 inh-1: 3.2; ADAM10 inh: -7.2; hgDAF12 agonist: 14.4*; FXN GAA850 act: 2.2; NPR1 activator: 2.3; PG9 Ab binder: -1.6; ADAM17 inh: -3.1; DAX1 inh-2: 3.0; SMARCA2 act: 5.2; ssDAF-12 act: 0.3; hcDAF-12 act: 5.2
